Xi reactivation – reactivates the inactive X chromosome in mouse fibroblasts. XiGFP mouse fibroblasts, % GFP-positive cells imaging, 3 d; cells co-treated with 5-aza-dC sensitizer; scaled so ellipticine positive control = 100%. activation, % at 7.58 µM. actives 0.055% (n = 360,000). AID 743238;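 active means mean normalized replicate activation at least 10% and every replicate at or above 10%; inconclusive means only one of the two criteria met; inactive means mean below 10% and not all replicates reach 10%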;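 further: 0% = median of on-plate neutral control wells and 100% = ellipticine 6 µM median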
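System: 68-5-11 XiGFP fibroblast line | Buffer or medium: DMEM containing 5-aza-dC | Compound: Single point | Times: Compounds 3 days, fix/stain 15 min at room temperature | Benchmarks: Positive control ellipticine, 6 µM final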
RAD54 branch – RAD54 (human) branch migration inhibition | RAD54 Holliday junction branch migration, FAM/BHQ fluorescence | Q92698 | inhibition, % at 10.4 µM | AID 602329 | actives 0.14% (n = 360,000);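 active means mean normalized replicate activity at least 40 and at least half of replicates scoring 40 or more; inconclusive means only one of the two criteria met; inactive means mean below 40 and under half of replicates reaching 40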;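 further: 0% = median of neutral control wells and 100% = median of positive control wells; inhibitors cause a drop in the FAM fluorescence signal; in these data hits start at about 50%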
Target sequence (Q92698 whole entry, looked up): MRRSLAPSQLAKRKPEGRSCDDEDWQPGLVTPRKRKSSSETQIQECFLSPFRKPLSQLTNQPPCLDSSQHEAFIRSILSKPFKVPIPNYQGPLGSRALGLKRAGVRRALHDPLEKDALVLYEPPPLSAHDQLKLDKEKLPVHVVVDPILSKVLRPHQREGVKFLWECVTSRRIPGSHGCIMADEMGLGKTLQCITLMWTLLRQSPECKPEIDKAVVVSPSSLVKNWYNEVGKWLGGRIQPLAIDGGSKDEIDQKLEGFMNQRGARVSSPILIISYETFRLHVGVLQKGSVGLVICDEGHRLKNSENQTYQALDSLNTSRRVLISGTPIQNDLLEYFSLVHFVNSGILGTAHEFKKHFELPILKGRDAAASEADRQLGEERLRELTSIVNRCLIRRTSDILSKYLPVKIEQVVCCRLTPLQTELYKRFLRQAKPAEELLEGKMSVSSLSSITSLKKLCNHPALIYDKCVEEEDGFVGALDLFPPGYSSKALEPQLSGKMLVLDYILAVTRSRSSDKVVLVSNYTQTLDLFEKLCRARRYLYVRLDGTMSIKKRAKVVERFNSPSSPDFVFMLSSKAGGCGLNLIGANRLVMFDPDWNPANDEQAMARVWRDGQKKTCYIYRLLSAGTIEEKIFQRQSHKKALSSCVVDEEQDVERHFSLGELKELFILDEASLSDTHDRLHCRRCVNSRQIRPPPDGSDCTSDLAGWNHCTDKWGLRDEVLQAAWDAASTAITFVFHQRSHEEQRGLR
RAD52 anneal inh – blocks human RAD52 DNA annealing; recombinant RAD52 DNA annealing, FRET fluorescence; inhibition, % at 18.7 µM; actives 0.46% (n = 360,000); AID 651710;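 active means every replicate showing at least 50% inhibition; inconclusive means mean inhibition at least 50% but not in every replicate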
F508del corr – CFTR F508del correction in bronchial cells; CFBE cells, YFP halide quenching; stimulated with forskolin plus potentiator P3; % fluorescence drop versus neutral controls; AID 720511; activity (quench increase), % at 7.58 µM; actives 0.36% (n = 350,000);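 active means mean added fluorescence quench of at least 8% versus neutral control, with both replicates also reaching 8%; inconclusive means only one of the mean or replicate conditions met; inactive means mean below 8% and not both replicates reaching 8%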;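 further: cells transiently co-express mutant CFTR-F508del with the halide-sensitive YFP; corrector assay measuring rescue of mutant channel to the surface after 24 h compound exposure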
GSIS activator – primary screen for activators of insulin secretion dependent on glucose, INS-1E cells, GLuc reporter luminescence; INS-1E GLuc reporter insulin secretion, 2-3 h; activation, % at 16.6 µM; actives 0.61% (n = 370,000); AID 743287;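 active means lowest replicate activation of at least 40%, so every replicate reaches that level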;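 further: 0% = median of neutral control wells and 100% = median of IBMX positive control wells; some compounds called inactive have numbers as strong as hits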
CASP6 VEID inh – caspase-6 (human) enzyme inhibition | actives 0.53% (n = 350,000) | purified caspase-6, Z-VEID-R110 cleavage fluorescence | P55212 | inhibition, % at 12.5 µM;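 active means mean inhibition across replicates at least about 35%, with every replicate also reaching that limit, limit read from the data; inconclusive means only one of the two criteria met; inactive means neither criterion met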;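 further: 0% = median of neutral control wells and 100% = no fluorescence left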
Target sequence (P55212 24-179 limits assumed): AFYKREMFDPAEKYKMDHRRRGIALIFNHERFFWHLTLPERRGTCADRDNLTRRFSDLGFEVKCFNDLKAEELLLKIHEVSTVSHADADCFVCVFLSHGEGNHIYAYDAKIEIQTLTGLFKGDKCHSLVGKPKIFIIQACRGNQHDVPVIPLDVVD
Target sequence (P55212 194-293 limits assumed): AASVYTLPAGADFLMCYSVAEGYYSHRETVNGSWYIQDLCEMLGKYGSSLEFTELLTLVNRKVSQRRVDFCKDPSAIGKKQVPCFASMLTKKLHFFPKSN
E-selectin induc – E-selectin induction on HUVECs. HUVEC E-selectin immunofluorescence imaging; normalized: neutral wells 0, TNF-alpha wells 100. activation, % at 7.58 µM. actives 0.37% (n = 260,000);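 active means mean E-selectin-positive cell signal at least 10% of the positive control, reached in at least 60% of replicates, without over 20% cell loss; inconclusive means no rule given, readout overlaps actives, possibly toxicity-flagged; inactive means the rest, including those meeting only one limit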;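 further: in these data hits start at about 27%; measured in HUVEC primary endothelial cells; signal is the percent of cells scored E-selectin positive by PE staining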
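material = human umbilical vein endothelial cells (HUVEC), E-selectin induction | quantity = 3,000 cells/well | medium = EGM-2 growth medium on 0.1% gelatin-coated wells | technique = immunofluorescence imaging | read-out basis = % PE-positive cells | control set = TNF-alpha positive control, DMSO neutral control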
DENV2 CPE – DENV2-induced cell death inhibition; DENV2-infected cells, cytopathic effect rescue, plate reader; CPE inhibition, % at 9.99 µM; actives 1.7% (n = 350,000); AID 651640; in the data active means CPE inhibition above about 20%, passing the limit was not always enough; inconclusive means no clear call, values can overlap the other calls; tested in BHK-21 cells;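 further: 0% = median of neutral control wells and 100% = median of positive control wells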
* = called active by the depositor; ? = inconclusive; . = not tested or not shown; & = joins results of further samples. These rows are one share of the data; the hit share may differ from the screen's.

SMILES | Xi reactivation | RAD54 branch | RAD52 anneal inh | F508del corr | GSIS activator | CASP6 VEID inh | E-selectin induc | DENV2 CPE
CC12Cc3cnoc3C=C1CCC1C2CCC2(C)C1CCC2(C)O (configuration not stated) | 0.0 | 2 | 5 | 0.5 | -35 | 1 | . | -3
C[C@]12CCC3C(C(=O)C[C@H]4C[C@@H](O)CC[C@]34C)C1CCC2=O (some centres not stated) | 0.6 | 16 | 0 | . | . | -4 | . | -11
Clc1cc(Cl)cc(CN2Cc3cc(Br)ccc3-n3nncc3C2)c1 | 0.1 | . | -1 | 0.6 | 14 | -2 | 0.2 | 4
Cc1ccsc1C(=O)C1CCCN(Cc2cc3ccccc3o2)C1 (configuration not stated) | 0.4 | 2 | -3 | -2.7 | -19 | -2 | -0.1 | 0
O=C(O)CCCc1ccc(N(CCCl)CCCl)cc1 | -0.2 | 5 | -8 | 1.5 | 9 | 4 | 0.2 | 0
COc1cccc(NC2=NCCS2)c1 | -0.1 | . | -54 | -0.8 | -6 | -6 | -0.1 | 0
Fc1ccc2nc(-c3ccc(CN4CCC(n5nnc6ccccc65)CC4)cc3)c(-c3ccccc3)nc2c1 | 0.0 | . | -26 | -2.1 | . | -4 | 0.1 | -11
COC(=O)[C@H]1[C@H](CO)[C@H]2Cn3c(cccc3=O)[C@H]2N1CC1CC1 | -0.1 | -2 | -3 | 1.6 | 2 | 2 | -0.2 | 3
CNC(=S)N1CC2CC(C1)c1cccc(=O)n1C2 (configuration not stated) | -0.1 | -4 | -7 | 1.8 | -2 | 0 | . | 2
O=Cc1c(C(=O)O)n(Cc2ccccc2F)c2ccccc12 | 0.4 | -1 | -20 | 3.1 | 6 | -3 | 5.6 | -2
O=c1nc(/C=C/c2ccc(Cl)cc2Cl)cc(C(F)(F)F)[nH]1 | 0.0 | -1 | -14 | -4.1 | -9 | 7 | -0.2 | -7
CC(=O)OC1CCC2(C)C(CC(=O)C3C2CCC2(C)C(OC(C)=O)CCC32)C1 (configuration not stated) | 0.2 | . | 0 | 0.9 | 9 | 1 | 0.4 | 2
CN(C)CCN(CC1CCCN(Cc2ccccc2F)C1)C(=O)Cc1ccccc1F (configuration not stated) | 0.0 | -2 | -8 | -1.4 | 1 | -27 | . | 10
CCCN1[C@@H]2Cn3c(ccc(-c4cccc(OC)c4)c3=O)[C@H]1[C@@H](C(=O)OC)[C@@H]2CO | 0.0 | . | -19 | 0.7 | 10 | 0 | 0.9 | 9
C[C@]12CCC3C(CC[C@@H]4C[C@H](O)CC[C@]34C)C1CCC2=O (some centres not stated) | 0.0 | -10 | -3 | -1.9 | . | 0 | -0.6 | -1
O=C(c1cc(Cl)cc(Cl)c1)N1Cc2ccccc2-n2nncc2C1 | -0.1 | . | -3 | 5.2 | 15 | -1 | 0.0 | ?
CNc1ccc2oc(C[C@H]3O[C@@]4(CC[C@H]3C)O[C@H]([C@H](C)C(=O)c3ccc[nH]3)[C@H](C)C[C@H]4C)nc2c1C(=O)O | -0.1 | 10 | -27 | 2.7 | . | 7 | 0.8 | 43*
Cc1nnc2ccc(-c3cccc(C(F)(F)F)c3)nn12 | 0.0 | 4 | 1 | -4.5 | . | 3 | -0.3 | -3
C=CCN1CCC2(C)c3cc(O)ccc3CC1C2C (configuration not stated) | 0.0 | 0 | 1 | 6.8 | . | -2 | -0.1 | 1
COC(=O)C(O)(c1ccc(NC(=O)c2cccs2)cc1)C(F)(F)F (configuration not stated) | 0.0 | 1 | -9 | 1.6 | -4 | -1 | . | 2
CC(=O)N1N=C2C3CCN(CC3)C2C1c1ccc(Br)cc1 (configuration not stated) | 0.2 | . | -5 | -1.0 | 11 | 3 | 4.6 | -2
Nc1nnc(P(c2ccccc2)c2ccccc2)s1 | 0.0 | -1 | -6 | -2.0 | 11 | -1 | 6.3 | 3
Cc1ccc(N=Cc2c(O)n(C)c(=O)n(C)c2=O)cc1 | 0.1 | 5 | 0 | -1.3 | 7 | -1 | . | 3
COc1ccc2c(C)c(CCC(=O)N3C[C@H]4C[C@@H](C3)c3cccc(=O)n3C4)c(=O)oc2c1 | . | -2 | -7 | 3.5 | . | -2 | . | 2
CC(=O)N1[C@@H]2c3ccc(-c4cccc(C(=O)N(C)C)c4)c(=O)n3C[C@H]1[C@H](CO)[C@H]2C(=O)O | 0.2 | . | 3 | -3.6 | 2 | 0 | -1.2 | -4

Results in RAD54 branch and RAD52 anneal inh (2 entries from above):
SMILES | RAD54 branch | RAD52 anneal inh
Clc1cc(Cl)cc(CN2Cc3cc(Br)ccc3-n3nncc3C2)c1 | . | -1
Cc1ccsc1C(=O)C1CCCN(Cc2cc3ccccc3o2)C1 (configuration not stated) | 2 | -3

Following part
SMILES | Xi reactivation | RAD54 branch | RAD52 anneal inh | F508del corr | GSIS activator | CASP6 VEID inh | E-selectin induc | DENV2 CPE
O=S(=O)(NC1CCCC1)OCC(Cl)(Cl)Cl | 0.0 | 0 | -17 | 1.2 | -3 | -3 | . | 27*
CN(C)CC1CCCCC1OC(=O)Cc1ccc(Cl)c([N+](=O)[O-])c1 (configuration not stated) | 0.3 | -4 | -15 | 0.9 | 6 | -2 | 50* | -1
COC(=O)C1=C(c2ccc(F)cc2OCc2ccccc2)C[C@@H]2CC[C@H]1N2C(=O)NCc1ccc(N(C)C)cc1 | 0.1 | -1 | -121 | 1.5 | 1 | 1 | . | 15
CN1C2c3ccccc3C3C4c5ccccc5C(C31)C(C2[N+](=O)[O-])N4C (configuration not stated) | 0.1 | -5 | -4 | 2.8 | 19 | 0 | -0.3 | 5
CN(C)C(=O)O/N=C(\N)COc1ccc(C(C)(C)C)cc1 | -0.1 | . | -5 | 0.1 | -11 | -1 | -0.3 | -9
COC(=O)C1=C(c2ccc(S(C)(=O)=O)cc2)C[C@@H]2CC[C@H]1N2C(=O)N1CCOCC1 | 0.0 | -11 | -9 | 1.6 | 15 | 3 | -0.1 | -5
C[C@]12CC[C@H](O)CC1=CCC1C2CC[C@@]2(C)C1CC[C@@H]2OCc1ccccc1 (some centres not stated) | 0.0 | 5 | -12 | 6.8 | -10 | -3 | -0.5 | 0
CCC(C)n1c(O)c(/C=N/NC(=O)c2ccncc2)c(=O)[nH]c1=S (configuration not stated) | 0.1 | . | -39 | -4.1 | . | -2 | -0.5 | -1
Cc1cc(=O)oc2cc(OCC(=O)N3CCN(Cc4ccccc4)CC3)ccc12 | 0.1 | 8 | -16 | -0.9 | -11 | -2 | -0.2 | -9
O=c1[nH]c(=S)n(-c2ccc(Cl)cc2)c(O)c1/C=N/N1CCOCC1 | 0.0 | -12 | -7 | -1.5 | . | 0 | 0.1 | 5
CC1CN(C)C(C)(C)CC1(O)c1ccccc1 (configuration not stated) | . | . | -11 | 2.2 | 8 | -1 | . | 2
CN1CCN(Cc2nnc3n2-c2ccc(Cl)cc2C(c2ccccc2)=NC3)CC1 | 0.0 | -10 | -9 | 2.6 | . | -4 | . | 19
CCOc1ccc(-n2c(O)c(N=Nc3ccc([N+](=O)[O-])cc3)c(=O)[nH]c2=O)cc1 | 0.7 | . | -44 | 0.4 | -18 | 0 | 0.5 | -3
Cc1c(NS(=O)(=O)c2ccccc2)ccc([N+](=O)[O-])c1Cl | -0.1 | -6 | -2 | -3.4 | -19 | 3 | -0.3 | -8
CN1C2CCC1/C(=C/c1ccccn1)C(=O)/C2=C\c1ccccn1 | 1.4 | 12 | -22 | -2.4 | -11 | 1 | 5.3 | -38
O=[N+]([O-])c1c(Cl)c(Cl)c(Cl)c(Cl)c1Cl | 0.3 | 0 | -17 | 1.1 | 25 | -1 | . | -10
O=C(O)[C@H]1C[C@@H]1[C@H](NP(=O)(c1ccccc1)c1ccccc1)c1ccccc1 | 0.0 | -3 | -12 | -0.8 | -3 | -1 | -0.1 | -11
COc1ccc(CCNCc2ccncc2)cc1OC | . | -13 | -8 | -3.0 | 2 | 1 | . | -4
COC(=O)C1=C(c2cccc(OC)c2OC)C[C@@H]2CC[C@H]1N2C | 0.3 | -10 | -2 | 1.2 | 0 | -2 | 0.1 | .
CCOC(=O)[C@@]12C(=O)C(=O)N[C@]1(c1ccccc1)C1OCCCC12 (some centres not stated) | 0.0 | . | 2 | 0.5 | -7 | -3 | -0.4 | -6
COc1ccc(C#Cc2ccc([C@@H]3[C@H](CO)N4CCCCN(C(=O)Cc5ccccc5)C[C@@H]34)cc2)cc1 | 0.1 | 8 | -21 | -0.5 | -8 | -6 | 0.2 | -24
COc1ccc(OC)c(NP(=O)(Oc2ccccc2)Oc2ccccc2)c1 | 0.0 | -12 | 6 | -3.1 | 12 | 0 | . | 2
CC[C@@H](CO)C1CC2NC3CC4(c5ccccc5N(C)[C@@H]24)C(O)C31 (some centres not stated) | . | -2 | -11 | 1.0 | 7 | 0 | . | 6
Cc1c(Br)c(=O)oc2cc(OCC(=O)N3C[C@H]4C[C@@H](C3)c3cccc(=O)n3C4)ccc12 | . | -4 | -5 | -0.2 | -6 | 4 | . | -1
COc1ccccc1C(=O)Nc1ccc2c(c1)CC1(C(=O)N(C)C(=O)N(C)C1=O)C1CCCN21 (configuration not stated) | 0.0 | 1 | -43 | 4.9 | 7 | . | . | 7
Continued:
SMILES | Xi reactivation | RAD54 branch | RAD52 anneal inh | F508del corr | GSIS activator | CASP6 VEID inh | E-selectin induc | DENV2 CPE
CCOC(=O)c1c(C)n(Cc2ccccc2)c2ccc(O)cc12 | -0.1 | . | 0 | -1.1 | -11 | 0 | 1.8 | 8
COC(=O)[C@@H]1[C@@H](CO)[C@@H]2Cn3c(ccc(C4=CCCC4)c3=O)[C@H]1N2S(=O)(=O)c1cn(C)cn1 | 0.0 | 1 | -10 | 0.4 | -5 | -2 | -0.3 | -2
CC(Cc1ccc(O)cc1)NCC(O)c1ccc(O)c(O)c1 (configuration not stated) | 0.0 | -1 | -13 | . | . | 73* | . | -1
CCOc1ccc(NC(=O)C2C3c4ccccc4C(c4ccccc43)C2C(=O)O)cc1 (configuration not stated) | 0.0 | . | -1 | -3.2 | -6 | 2 | . | -6
COC(=O)c1ccccc1OP(=O)(c1cccc([N+](=O)[O-])c1)c1cccc([N+](=O)[O-])c1 | 0.0 | . | 2 | -13 | 13 | 0 | -0.4 | -1
C[C@@H]1CN([C@@H](C)CO)C(=O)CCCn2nncc2CO[C@@H]1CN(C)C(=O)Oc1ccc2ccccc2c1 | -0.2&-0.2 | 0&-8 | 3&11&4 | -0.5&0.4&0.6 | 13&-7 | 3&3 | 0.1&-0.1 | 0&-1&2
Cc1c(C(=O)Nc2ccccc2)c2cc(O)ccc2n1Cc1ccccc1 | 0.1 | 4 | -10 | -1.6 | -13 | 3 | 0.0 | 2
Cn1c(O)c(/C=N/c2ccccn2)c(=O)n(C)c1=O | . | 4 | -19 | 1.2 | 11 | 9 | . | -4
c1cc2c(cc1N1CCCCC1)CNCc1cnnn1-2 | . | 11 | -18 | 2.1 | 8 | -5 | 0.9 | 0
CN(C)C(=O)Oc1ccc2c(c1)O/C(=C\c1cccc(Cl)c1)C2=O | 0.5 | 8 | -11 | -0.1 | -5 | -2 | . | 3
COc1ccc(C#Cc2ccc([C@H]3[C@@H](CO)N4CCCCN(C(=O)Cc5cccnc5)C[C@@H]34)cc2)cc1 | 0.1 | -2 | 3 | 1.6 | 11 | 1 | -0.5 | 1

High-throughput results from PubChem.
